High-throughput results from PubChem BioAssay.
Sm TGR block – S. mansoni TGR enzyme inhibition | Q962Y6 | purified TGR, DTNB reduction, TNB absorbance 405 nm | Potency, µM (highest dose often 114 µM), for inactives: top-dose activity change, negative = inhibition, usual class: inhibitors | 360,000 compounds, 3% hits | AID 485364; note: potency is the fitted concentration of half-maximal effect; % is set by controls: 0 for no effect and ±100 for the full control effect; nearly all actives have a fitted effect of over 60% in size
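First, TGR (20 nM dispensed) and NADPH were mixed with compound. Second, a 15 min room-temperature incubation followed. Third, further NADPH and then DTNB were added to start the reaction. Finally, TNB absorbance was monitored kinetically.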
Shiga inhibitor – Shiga toxin inhibition; Vero cells, Shiga toxin protein synthesis inhibition reporter; inhibition, % at 38.7 µM; 290,000 compounds, 9.2% hits; AID 2315; in the data active = inhibition mostly above about 28%, no sharp cut-off; inactive = mostly below about 43%; note: 0% is about no effect
Pf growth 48h – P. falciparum growth inhibition at 48 hours (one generation). P. falciparum luciferase growth in erythrocytes, 48 h. Potency, µM (top dose mostly 28.7 µM), inactives show top-dose activity change, negative = inhibition, actives largely listed as inhibitors. 310,000 compounds, 5.9% hits. AID 504832; note: potency is the fitted concentration of half-maximal effect; % is set by controls: 0 for no effect and ±100 for the full control effect
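A one-generation exposure of luciferase-tagged malaria parasites in RPMI 1640/Albumax erythrocyte culture, 37 C and 5% CO2. Inhibition is inferred from decreased luminescence after adding detection reagent.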
CHX counter – affects cycloheximide protein synthesis inhibition readout, counter-screen. cell reporter, cycloheximide protein synthesis inhibition counterscreen. max response, %. 300,000 compounds, 12% hits; in the data active = max response mostly above about 13%, no sharp cut-off; inactive = mostly below about 14%; note: read at 38.3 µM for the half of the compounds with a filed dose; 0% is about no effect
Giardia FBPA inh – Giardia lamblia aldolase inhibition | A8B2U2 | purified Giardia FBPA | Potency, µM (titrated, usually from 59.6 µM), for the others: at the highest dose activity, negative = inhibition, usual class: inhibitors | 290,000 compounds, 0.71% hits | AID 2451; note: potency is the fitted concentration of half-maximal effect; % is set by controls: 0 for no effect and ±100 for the full control effect; nearly all actives have a fitted effect of over 55% in size
Target sequence (A8B2U2 whole entry, looked up): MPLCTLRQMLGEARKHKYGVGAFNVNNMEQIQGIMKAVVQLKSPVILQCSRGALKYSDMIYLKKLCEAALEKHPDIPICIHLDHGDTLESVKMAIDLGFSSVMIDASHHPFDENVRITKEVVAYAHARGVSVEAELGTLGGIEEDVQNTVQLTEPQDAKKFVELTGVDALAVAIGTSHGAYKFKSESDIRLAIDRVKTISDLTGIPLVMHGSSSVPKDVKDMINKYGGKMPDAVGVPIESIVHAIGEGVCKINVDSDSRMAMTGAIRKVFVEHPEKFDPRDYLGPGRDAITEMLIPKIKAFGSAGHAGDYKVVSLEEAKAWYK
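Giardia FBPA (40 nM reagent) was preincubated 10 min at RT with compound (up to 57.5 uM final), then substrate plus GAPDH/TPI/NAD/arsenate coupling system with diaphorase/resazurin was added; resorufin fluorescence (525/598 nm) was read after 20 min.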
Pf growth 96h – P. falciparum growth inhibition at 96 hour, primary screen for plastid delayed-death inhibitors. P. falciparum luciferase reporter growth, 96 h. Potency, µM (doses to about 28.7 µM), for the others: top-dose activity change, negative = inhibition, usual class: inhibitors. 320,000 compounds, 6.9% hits. AID 504834; note: potency is the fitted concentration of half-maximal effect; % is set by controls: 0 for no effect and ±100 for the full control effect
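Luminescence readout: decreased luciferase signal marks inhibited growth of reporter-expressing P. falciparum in infected red cells (2% hematocrit, 0.05% parasitemia final), exposed to compound two generations (96 h, 37 C, 5% CO2).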
Numbers without * were called inactive; i = inactive; ? = inconclusive; nt = not tested or not shown; [ ] = remark or other dose. Unless noted, calls come from the whole dose curve; as a rule, active = well fitted curve in the direction sought with a large enough effect; inconclusive = small, poorly fitted or top-dose-only effect, or another doubt; inactive = no such curve, though single readings can be large; an effect the other way counts as inactive or inconclusive.

The line under a structure holds: Sm TGR block, Shiga inhibitor, Pf growth 48h, CHX counter, Giardia FBPA inh, Pf growth 96h
CCCN1C(=O)/C(=N\OCC(=O)Nc2ccc(C(C)C)cc2)c2ccccc21
  -18%, -8, 52%[activator], 0, -3%, 34%[activator]
COc1ccc(CC(NC(C)=O)C(=O)NC2CCN(S(=O)(=O)c3ccc(NC(C)=O)cc3)CC2)cc1 (stereo not drawn)
  -10%, 10, -25%, -2, 8%, ?
Cc1ccc(C(=O)NNC(=O)CNc2cccc(Cl)c2)cc1
  0%, 7, 12%, -2, 1%, ?
O=C(O)[C@H](Cc1ccccc1)NC(=O)N1CCN(c2ccccc2)CC1
  -26%, 21, 3%, -1, 10%, 19%
CN1C(C(=O)NCCc2cccs2)CC2Cn3c(nc4cc(Cl)c(Cl)cc43)C21 (stereo not drawn)
  -12%, -3, 1%, -3, 0%, 1%
CCC(C(=O)Nc1ccccc1-c1ccccc1)c1ccccc1 (stereo not drawn)
  15%, 13, 5%, -2, 4%, -16%
Nc1cc(Oc2ccc(F)cc2F)cc([N+](=O)[O-])c1
  1%, 11, 13%, 2, 0%, -18%
COc1ccccc1N1CCN(C(=O)C2CCN(S(=O)(=O)c3ccc(F)cc3)CC2)CC1
  -18%, -6, ?, -3, 0%, 285%[activator]
Cc1ccc(NC(=O)[C@@H]2CCCN2S(=O)(=O)c2ccccc2C(F)(F)F)cc1S(=O)(=O)N1CCOCC1
  6%, -14, -30%, -1, 7%, ?
CN1C(=O)/C(=C/c2cccn2-c2ccc3ccccc3c2)C(=O)NC1=S
  0%, -7, -5%, 14, ?, -9%
Cc1cc(=O)[nH]c(N)n1
  10%, -6, 17%, -2, 1%, 18%
CC(/C=C/c1ccccc1)=N/NC(=O)CNC(=O)c1ccc2c(c1)OCO2
  -9%, -7, 8%, -3, 6%, -16%
Cc1nn(Cc2cccc(C(=O)NCC(C)C)c2)c(C)c1Br
  -12%, -10, ?, -2, 4%, ?
CC1CCCC(C)N1C(=O)COC(=O)C12CC3CC(CC(Cl)(C3)C1)C2 (stereo not drawn)
  -3%, nt, ?, nt, nt, ?
O=C1/C(=C\c2ccc(Br)o2)Cc2ccccc21
  -24%, 53*, 48%[activator], 73*, -2%, 22%
CNS(=O)(=O)c1ccc(Oc2ccc(S(=O)(=O)NC)cc2)cc1
  6%, -23, -4%, 5, -2%, 79%[activator]
Cc1cc(C)n2c(SCC(=O)N3CCN(S(=O)(=O)c4ccc(Cl)cc4)CC3)nnc2n1
  4%, 25, ?, 4, 21%, ?
CC1CCCCN1CCNC(=O)C1CCN(S(=O)(=O)N2CCCCC2)CC1 (stereo not drawn)
  -1%, -12, 0%, -4, 0%, 57%[activator]
Cc1cc(C)cc(Cn2ncc(Cl)c(Cl)c2=O)c1
  2.8µM*, 35, 12%, 36*, -6%, -27%
CCOc1cc(/C=C(\C#N)C(N)=O)ccc1OCc1c(C)no[n+]1[O-]
  2%, -18, 5%, -3, 5%, ?
CCOC(=O)N1CCC(NC(=O)CCC(=O)N2CC(C)Oc3ccc(C)cc32)CC1 (stereo not drawn)
  6%, 1, 10%, -2, 4%, 31%[activator]
COc1ccc(NS(=O)(=O)c2cccc(C(=O)NNC(=O)CNC(=O)c3ccc(C)cc3)c2)cc1
  1%, nt, 8%, nt, nt, -8%
CCN(CC)C(=O)c1csc(Nc2cccc3ccccc23)n1
  6%, 12, -7%, 7, -1%, ?
COc1cc(C(=O)Nc2nc3ccccc3[nH]2)ccc1OC(F)F
  7%, 62*, 139%[activator], 39*, ?, -67%
COc1ccc(-n2ncc3c2CC(C)(C)CC3NC(=O)CCn2nc(C)cc2C)cc1 (stereo not drawn)
  6%, -13, -27%, -4, nt, ?
CC(=O)Nc1cccc(NC(=O)c2ccc3[nH]c(C)c(C)c3c2)c1
  -2%, 56*, 61%, 20*, -17%, 63%[activator]
COc1ccccc1C(=O)NC(=O)COC(=O)Cn1[nH]c(=O)c2ccccc2c1=O
  -1%, nt, 4%, nt, nt, 3%
CC(=O)OCC(NC(=O)C(COCc1ccccc1)NC(=O)OC(C)(C)C)C1OC(n2ccc(=O)[nH]c2=O)C(OC(C)=O)C1OC(C)=O (stereo not drawn)
  nt, -7, nt, -6, 4%, nt
Cc1cccc(N2CCN(C(=O)C3CCC(CNS(=O)(=O)c4cccs4)CC3)CC2)c1C (stereo not drawn)
  1%, -9, 5.2µM*, -2, 4%, -3%
Cc1ccc2c(nc3s/c(=C\c4ccc(-c5ccccc5C(=O)O)o4)c(=O)n32)c1C
  -26%, 0, ?, 6, -7%, 21%
C[C@@H](NC(=O)c1nc[nH]c1C(=O)N[C@@H](Cc1ccccc1)C(=O)OCc1ccccc1)c1ccccc1
  8%, 15, ?, -4, -26%, ?
COc1ccc([C@]23Cc4cc(C#N)ccc4C(O2)C2=C(CC4(CCCCC4)OC2=O)O3)cc1
  ?, i, ?, -2, 7%[12.9 µM], 0.76µM*
O=C(NC1CCN(Cc2ccccc2)CC1)c1ccccc1Cl
  5%, -8, 11%, -1, 3%, ?
CC(=O)N1c2ccc(S(=O)(=O)N3CCC(C(=O)Nc4ccc(F)cc4)CC3)cc2CC1C (stereo not drawn)
  -15%, -2, ?, -4, 10%, ?
CC(C)c1cc(N2CCN(C(=O)c3ccco3)CC2)n2c(nc3ccccc32)c1C#N
  -19%, -13, nt, -5, 5%, ?
CCN1C(=O)/C(=C\C=C2/C=CC=CN2CC)SC1=S
  ?, 2, 196%[activator], -1, ?, 141%[activator]
O=C(c1cc(=O)[nH]c2ccccc12)N1CCN(c2ccccc2)CC1
  11%, -7, 26%, -2, 12%, -9%
CCn1c(SCC(=O)Nc2nc(-c3ccc(C)cc3)cs2)nnc1-c1ccccc1
  -13%, 4, nt, -1, 2%, nt
COc1ccc(C(=O)NCCCc2nc3ccccc3n2Cc2cc(C)ccc2C)cc1OC
  -12%, 13, 12µM*, -3, 3%, 10µM*
COc1ccccc1NC(=O)c1c(C)cc(=O)oc1C
  -11%, -17, -1%, -5, 1%, nt
CC(NCC(=O)Nc1ccccc1C(=O)NC1CC1)c1cccc(Cl)c1 (stereo not drawn)
  2%, nt, ?, nt, nt, 0%
C/C=C/C(=O)N1CC2(CC(c3cccc(NC(=O)/C(C)=C/C)c3)=NO2)C[C@H]1C(N)=O (stereo partly drawn)
  -25%, -5, 46%[activator], -2, -11%, 68%[activator]
CNS(=O)(=O)c1cccc(C(=O)OCC(=O)N2c3ccccc3CC2C)c1 (stereo not drawn)
  -10%, -8, nt, -1, 0%, -11%
CCSc1ncc(/C=N/Nc2ccc(Cl)cc2)n1C
  4%, 112*, ?, 77*, -16%, ?
CC(CC(=O)Nc1ccc(Cl)c([N+](=O)[O-])c1)c1ccccc1 (stereo not drawn)
  -23%, -12, 0%, -2, 0%, -26%
Cc1ccc(NC(=O)C2CCCN2C(=O)NC2CCCCC2)c(C)c1 (stereo not drawn)
  16%, -13, 17%, 6, 1%, ?
COc1ccccc1C(=O)NCCC(=O)Nc1cccnc1
  -3%, 24, -3%, 4, 1%, 22%
Cn1nc(C(=O)N2CCN(c3ccc(F)cc3)CC2)c2c1-c1ccccc1S(=O)(=O)C2
  -6%, 1, ?, 10, nt, ?
CCOc1ccccc1NC(=O)c1ccccc1NC(=O)c1ccco1
  -13%, 2, ?, -1, -1%, 41%[activator]
COc1ccc(F)cc1S(=O)(=O)n1nnc2ccccc21
  10%, 12, ?, 0, 3%, 9%
CCC(CC)C(=O)c1c[nH]c(C(=O)NCCc2ccccn2)c1
  33%, 12, -1%, 0, -1%, ?
CN(C)CC(=O)c1c[nH]c2ccccc12
  -26%, -14, 30%, -5, 3%, ?
COc1ccc(N(CC(=O)NCc2ccc3c(c2)OCO3)C(=O)CCC(=O)Nc2ccccn2)cc1
  3%, 21, 12%, -1, -2%, 54%[activator]
COC(=O)c1sccc1NC(=O)CC1NCCNC1=O (stereo not drawn)
  1%, 20, 13%, -1, 2%, 20%
N#Cc1cc([N+](=O)[O-])ccc1NCCN1CCOCC1
  6%, -10, 2%, 1, 1%, 9%
O=C(CSc1nc2ncccc2[nH]1)c1cccc([N+](=O)[O-])c1
  -20%, 15, ?, 19*, -30%, ?
CC(Oc1coc(CN2CCN(C(=O)c3ccco3)CC2)cc1=O)c1ccccc1 (stereo not drawn)
  -25%, nt, -4%, nt, nt, -20%
COCCNC(=O)CSc1nc2ccccc2c(=O)n1-c1cccc(OC)c1
  6%, -3, -6%, -2, -3%, 65%[activator]
COCCCNc1nc2c(-c3cccc(C)c3)nnn2c2ccc(Cl)cc12
  4%, 9, -9%, 12*, 1%, 3%
CCN(CC)S(=O)(=O)c1ccc(C(=O)OCC(=O)Nc2sc3c(c2C#N)CCCCC3)cc1
  0%, -16, 29%, -2, -21%, 55%[activator]

Four structures from above, arranged by molar mass, ascending:
The line under a structure holds: Sm TGR block, Shiga inhibitor, Pf growth 48h, CHX counter, Giardia FBPA inh, Pf growth 96h
CCC(CC)C(=O)c1c[nH]c(C(=O)NCCc2ccccn2)c1
  33%, 12, -1%, 0, -1%, ?
Cc1ccc(NC(=O)C2CCCN2C(=O)NC2CCCCC2)c(C)c1 (stereo not drawn)
  16%, -13, 17%, 6, 1%, ?
Cn1nc(C(=O)N2CCN(c3ccc(F)cc3)CC2)c2c1-c1ccccc1S(=O)(=O)C2
  -6%, 1, ?, 10, nt, ?
CCN(CC)S(=O)(=O)c1ccc(C(=O)OCC(=O)Nc2sc3c(c2C#N)CCCCC3)cc1
  0%, -16, 29%, -2, -21%, 55%[activator]

The results go on:
The line under a structure holds: Sm TGR block, Shiga inhibitor, Pf growth 48h, CHX counter, Giardia FBPA inh, Pf growth 96h
CC1(C)Cc2ccccc2-c2nnc(SCc3ccc(C#N)cc3)n21
  0%, -5, ?, -5, 3%, 102%[activator]
CCOCCCNC(=O)C1CCC(=O)N1CCc1ccccc1 (stereo not drawn)
  -23%, -19, 0%, -2, -2%, ?
CCN(C(=O)COC(=O)C(O)(c1ccccc1)c1ccccc1)c1c(N)n(Cc2ccccc2)c(=O)[nH]c1=O
  -15%, nt, -15%, nt, nt, 3%
CC(C)Oc1ccc(/C(O)=C2/C(=O)C(=O)N(CCN3CCNCC3)C2c2cccc([N+](=O)[O-])c2)cc1 (stereo not drawn)
  ?, 7, 9%, -2, 13%, 131%[activator]
CC1CN(C(=O)Cn2cc(S(=O)(=O)CC(=O)N3CCOCC3)c3ccccc32)CC(C)O1 (stereo not drawn)
  1%, -10, 9%, -3, nt, -12%
Nc1nc(SCc2ccccc2)c2[nH]cnc2n1
  6%, 19, 18%, 19, 3%, 24%
COc1ccc(C/C(N)=N/O)cc1
  -4%, -3, 5%, -3, 7%, -23%
CS(=O)(=O)c1nc(-c2ccco2)cc(C(F)(F)F)n1
  ?, 3, -15%, 2, 6%, ?
COCCCNC(=S)Nc1cc2oc3ccccc3c2cc1OC
  -1%, 17, ?, 11*, -2%, ?
CCN(Cc1ccncc1)C(=O)CCc1nnc(CCc2ccccc2OC)o1
  nt, 3, -6%, -2, 3%, ?
CCN(CC)CCN/N=C(\C)c1c(O)[nH]c(=O)[nH]c1=O
  13%, 2, 17%, -1, 0%, 4%
CN1CCN(CCCNC(=O)C2CCN(c3nnc(-n4cccc4)s3)CC2)CC1
  0%, -8, -5%, -4, -3%, 10%
O=C(NCc1ccccc1Br)C1CCCO1 (stereo not drawn)
  -9%, -5, 12%, -1, 1%, ?
COc1ccc(CCN(C)C(=O)c2ccc(OCC(=O)N3CCOCC3)c(OC)c2)cc1OC
  -7%, -15, 6%, -3, nt, 29%
CCC(=O)Nc1cccc(C(=O)N(Cc2ccccc2)Cc2ccccc2)c1
  -8%, -6, ?, -1, -5%, ?
